ROC1-CUL1 inh: human ROC1-CUL1 E3 ligase inhibition; P62877+Q13616; in vitro K48 di-Ub FRET, acceptor:donor ratio, 45 min; inhibition, % at 10 µM; hit rate 0.6% among 140,000; AID 1347404; in the data active means inhibition above about 25%
Target sequence (P62877 whole entry, looked up): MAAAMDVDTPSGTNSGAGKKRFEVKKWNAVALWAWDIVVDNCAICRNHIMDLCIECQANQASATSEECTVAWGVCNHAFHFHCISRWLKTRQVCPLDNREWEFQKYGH
Target sequence (Q13616 whole entry, looked up): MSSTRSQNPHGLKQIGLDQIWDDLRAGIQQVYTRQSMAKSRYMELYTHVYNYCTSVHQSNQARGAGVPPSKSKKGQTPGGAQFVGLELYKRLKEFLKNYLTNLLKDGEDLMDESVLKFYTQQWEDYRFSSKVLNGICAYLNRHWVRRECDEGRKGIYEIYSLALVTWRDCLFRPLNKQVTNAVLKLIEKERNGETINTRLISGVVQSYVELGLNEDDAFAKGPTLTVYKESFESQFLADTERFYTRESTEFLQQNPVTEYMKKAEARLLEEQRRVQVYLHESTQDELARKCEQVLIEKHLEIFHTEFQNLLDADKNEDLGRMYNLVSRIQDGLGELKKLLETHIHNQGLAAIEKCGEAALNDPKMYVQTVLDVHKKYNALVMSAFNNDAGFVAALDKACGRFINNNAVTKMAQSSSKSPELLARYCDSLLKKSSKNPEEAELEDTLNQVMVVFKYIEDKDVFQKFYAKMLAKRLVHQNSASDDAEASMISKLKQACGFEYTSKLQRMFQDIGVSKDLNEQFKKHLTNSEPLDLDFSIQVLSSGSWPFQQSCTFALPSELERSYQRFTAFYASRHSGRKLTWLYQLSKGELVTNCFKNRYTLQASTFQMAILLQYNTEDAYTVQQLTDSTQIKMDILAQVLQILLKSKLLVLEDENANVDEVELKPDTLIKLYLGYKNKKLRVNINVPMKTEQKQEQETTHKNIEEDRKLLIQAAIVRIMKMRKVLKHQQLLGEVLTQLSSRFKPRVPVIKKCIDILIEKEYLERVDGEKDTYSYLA
* hit, by the source's call. Some of the compounds tested (hit frequency here may not be typical).

SMILES	ROC1-CUL1 inh
OCCOc1cccc(CN2CCOc3ccc(C(O)Cc4ccccc4)cc3C2)c1 (configuration not stated)	7
Cc1ccc(CCNC(=O)c2ccc3c(c2)N(Cc2cc(C)ccc2C)C(=O)c2ccccc2S3=O)cc1 (configuration not stated)	1
Cc1ccc(-c2nn(CC(=O)Nc3nccs3)c(=S)n2C)cc1	8
CCc1ccc(/C=C2\C(=O)NN(c3ccc(I)cc3)C2=O)cc1	17
Cc1c(Cl)cccc1NC(=O)N1CCC(Cn2cc(C(C)O)nn2)CC1 (configuration not stated)	9
Cc1ccc(S(=O)(=O)n2nncc2C)cc1	4
Cc1c(Cl)cccc1NC(=O)C1COc2ccccc2O1 (configuration not stated)	-4
O=C1C2C(c3ccccc3Cl)OC3(C(=O)c4ccccc4C3=O)C2C(=O)N1c1ccccc1C(F)(F)F (configuration not stated)	0
CCCCOc1ccc(-c2n[nH]c(=S)n2-c2ccccc2)cc1	14
Cc1cc(C)n(-c2nc(-c3ccccc3)cc(-c3ccc(Br)cc3)n2)n1	1
CCOc1ccc(CNC(=O)CCCn2c(=O)c3cccn3c3ccccc32)cc1	1
Cc1cccc(NC(=O)CSc2nc3c(sc4ccccc43)c(=O)n2CCCC(=O)NC2CCCC2)c1	2
O=C1[C@H](C(OCc2ccccc2)=C(F)F)[C@@H](c2ccccc2)N1c1ccccc1	2
Cc1ccc(N(CC(=O)Nc2ccc(C)c(F)c2)S(=O)(=O)c2c(C)n[nH]c2C)cc1	-8
CC1(C(=O)N2CCCC(CCc3ccccc3)C2)CC1 (configuration not stated)	4
Cc1ccccc1-c1nc(CS(=O)(=O)CC(=O)N2CCN(c3ccccc3)CC2)c(C)o1	-1
CCCOCCOC(=O)C1C(C)=NC(SC)=C(C#N)C1c1ccccc1OC(F)F (configuration not stated)	-5
CCOc1ccccc1CNS(=O)(=O)c1ccc2[nH]c(=O)ccc2c1	2
O=c1/c(=C/c2ccc(-c3ccc(F)cc3)o2)sc2nc3cc(Br)cnc3n12	5
Cc1ccc(N=C2CCc3cccc(O)c32)cc1	-5
CCN(CC)C(=O)CSc1nc2sc3c(c2c(=O)n1-c1ccccc1)CCC(C(C)(C)C)C3 (configuration not stated)	0
O=C1N=c2ccc(Br)cc2=C1c1sc(=S)n(NC(=O)c2ccc(Br)cc2)c1O	3
CC(C)c1nnc(NC(=O)COc2ccccc2Br)s1	-3
O=S(=O)(CCc1ccccn1)Oc1cccc2ccccc12	-10
O=C(CC1CS(=O)(=O)CC1CC(=O)Nc1ccc2c(c1)OCCO2)Nc1ccc2c(c1)OCCO2 (configuration not stated)	17
CCOc1ccccc1C(=O)Nc1c(C)cc(C)cc1C	3
O=S1(=O)CCC(N(CCO)Cc2cn[nH]c2-c2ccc(-c3ccccc3)cc2)C1 (configuration not stated)	0
NC(=S)N/N=C/c1ccc(OCc2c(Cl)cccc2Cl)cc1	4
CCn1c(=O)cc(SCC(=O)NCCc2cc(OC)ccc2OC)c2ccccc21	-10
O=C(NNC(=O)C1C2CCC(C2)C1C(=O)O)c1ccc(Br)o1 (configuration not stated)	-10
COc1ccc(CC2(CCC(=O)NCc3ccccc3C(F)(F)F)CCC(=O)N2)c(F)c1 (configuration not stated)	8
CC(=O)NCC(=O)N1CCCC(CCc2c(F)cccc2F)C1 (configuration not stated)	-2
COc1cccc(CC(C2CCN(C(=O)c3cccnc3OC)CC2)N(C)C(=O)c2ccn(C)n2)c1 (configuration not stated)	2
COc1ccc(Cl)cc1NC(=O)CSc1nnc(CSc2nc(C)cc(C)n2)n1C	10
CC1=C(C(=O)NCc2cccc(F)c2)C2(CCCCCC2)OC1=O	5
O=C(COc1ccccc1)Nc1ccc2nc(SCCOc3ccccc3)sc2c1	-2
CC1SC2=NC3=C(CCc4ccccc43)C(c3ccccc3)N2C1=O (configuration not stated)	-10
Nc1nnnn1NCc1ccc(-c2ccccc2)cc1	6
CCOc1cc(C(=O)N=C2C(=O)Oc3ccccc3C2NC)cc(OCC)c1OCC (configuration not stated)	0
Cc1oc(-c2cccc(NC(=O)CCc3cccnc3)c2)nc1CNC(=O)Cc1c(F)cccc1F	1
N#CC1C(=N)Oc2cc([N+](=O)[O-])ccc2C1c1cccc(O)c1 (configuration not stated)	8
Cc1cc(C)cc(NC(=O)NCC2CCN(Cc3cc(C)ccc3C)CC2)c1	-4
CCOC(=O)c1ccc(NS(=O)(=O)c2ccc3c(c2)CCN3C(=O)CC)cc1	-8
CN=C1SC(CC(=O)NC(N)=O)C(=O)N1C (configuration not stated)	7
COC(=O)c1ccccc1NC(=O)c1cc2ccccn2n1	11
Cc1ccc(-c2nn3c(Cc4ccccc4)nnc3s2)c(C)c1	-5
Cc1ccccc1-c1noc(CSc2nc(-c3ccc(F)cc3)cc(=O)[nH]2)n1	14
Cc1nnc(SCC(=O)Nc2ccc([N+](=O)[O-])cc2)n1-c1cccc(Cl)c1	-6

2 of the compounds above, comma-delimited:
molecule,ROC1-CUL1 inh
Cc1cc(C)cc(NC(=O)NCC2CCN(Cc3cc(C)ccc3C)CC2)c1,-4
N#CC1C(=N)Oc2cc([N+](=O)[O-])ccc2C1c1cccc(O)c1 (configuration not stated),8

(cont.)
SMILES	ROC1-CUL1 inh
CCOc1ccc(OCC)c(NC(=O)CC(C)n2nc(C)cc2C)c1 (configuration not stated)	-7
C=CCNC(=O)Cc1ccccc1	-7
Nc1nn(-c2ccccc2)nc1C(=O)OCc1ccc(Cl)cc1	2
CCSc1nnc(NC(=O)c2ccco2)s1	-9
Cc1oc2c(cc(NS(=O)(=O)c3ccc(Br)cc3)c3ccccc32)c1C(=O)OCc1ccccc1	1
O=C(C1CCN(Cc2ccccc2)CC1)N1CCc2ccccc21	-7
CCc1ccc(NC(=O)c2cnn(-c3ccccc3)c2-n2cccc2)cc1	-8
CCc1nc2nc(C)cc(Nc3cc(Cl)ccc3OC)n2n1	-7
Cc1cccc(-c2cc3nc(C)c(Cl)c(=O)n3[nH]2)c1	1
Cc1ccc(CC2=NC(=O)N(Cc3ccccc3)C2=O)o1	9
OC(CNc1ccc(Cl)cc1)Cn1c2ccc(Br)cc2c2cc(Br)ccc21 (configuration not stated)	-5
COc1cccc(Oc2ccccc2CN(C)C)c1	-4

Looked up by structure from the entries so far:
SMILES	ROC1-CUL1 inh
CCOc1ccc(OCC)c(NC(=O)CC(C)n2nc(C)cc2C)c1 (configuration not stated)	-7
Cc1ccc(CC2=NC(=O)N(Cc3ccccc3)C2=O)o1	9
CCc1nc2nc(C)cc(Nc3cc(Cl)ccc3OC)n2n1	-7
CCSc1nnc(NC(=O)c2ccco2)s1	-9
Nc1nn(-c2ccccc2)nc1C(=O)OCc1ccc(Cl)cc1	2

New compounds follow.
SMILES	ROC1-CUL1 inh
CC1=CCC2C(=O)N(CCc3c[nH]c4ccccc34)C(=O)C2C1 (configuration not stated)	6
Cc1ccc2nc(NC(=O)CSc3ncc(C(=O)Nc4ccc(F)cc4)c(=O)n3C)sc2c1	-12
COc1ccc(-c2[nH]c3ccccc3c2SCCNC(=O)c2ccc(S(=O)(=O)N(C)C)cc2)cc1	0
CCOc1cc(/C=C2\C(=O)NN(c3ccc(C)c(Cl)c3)C2=O)c(Br)c(Br)c1O	100*
CCc1c(-c2ccc(Cl)s2)nc2ccc(Br)cc2c1C(=O)O	0
N#CC1C(=N)S/C(=C\c2ccc(Br)cc2)C1=N (configuration not stated)	13
Cc1ccccc1NS(=O)(=O)c1ccc(C)c(NS(C)(=O)=O)c1C	3
CCOc1cc(/C=N/N=C/c2ccc(O)c(OCC)c2)ccc1O	-4
Cc1c(C(=O)NCC2COc3ccccc3O2)cnn1-c1ncc2c(n1)-c1ccccc1CCC2 (configuration not stated)	13
COc1ccc(-c2nc(-c3cc([N+](=O)[O-])ccc3O)[nH]c2-c2ccc(OC)cc2)cc1	-5
CCOc1cc(/C=C2/C(=N)N3C=C(C)SC3=NC2=O)cc(Cl)c1OCc1cccc(C)c1	9
Cc1cccc(CCNC(=O)c2ccc3c(c2)nc2n3CCC(C)C2)c1 (configuration not stated)	1
CCOCc1nnc(NC(=O)CSc2ccc(C)cc2)s1	-2
CCOc1ccc(N2CC(c3nc4ccccc4n3CCCOc3ccccc3OC)CC2=O)cc1 (configuration not stated)	-4
O=C(NCc1cccnc1)Nc1ccccc1F	-2
C=CCNC(=O)C1CCCN(c2nc(-c3ccccc3)nc3c2CCC3)C1 (configuration not stated)	11
Cc1c(C)n2c3c(=O)n(CCN4CCCCC4)c(=O)n(C)c3nc2n1CC(C)C	10
C#CCOC(=O)CCCC(=O)Nc1ccc(C)cc1	-1
CCOC(=O)c1sc2ccc([N+](=O)[O-])cc2c1CSCCc1ccccc1	-2
CC1=C(C(=O)N2CCc3ccc(NC(=O)C4CCCO4)cc3C2)OCCO1 (configuration not stated)	-2
CCN=C1SC(CC(=O)NCCc2ccc(OC)c(OC)c2)C(=O)N1CC (configuration not stated)	-6
COc1cc(OC)c(OC)cc1/C=N\NC(=O)Cc1cccs1	-6
COCCCNC(=O)c1c(NC(=O)c2cc(=O)c3cc(C)c(C)cc3o2)sc2c1CCCC2	8
COC(=O)CN1C(=O)S/C(=C/c2ccccc2OCc2ccc(C(=O)O)cc2)C1=O	11

Shown with values ahead of the structure: six of the compounds above
ROC1-CUL1 inh | compound
1 | Cc1cccc(-c2cc3nc(C)c(Cl)c(=O)n3[nH]2)c1
6 | CC1=CCC2C(=O)N(CCc3c[nH]c4ccccc34)C(=O)C2C1 (configuration not stated)
-7 | CCc1nc2nc(C)cc(Nc3cc(Cl)ccc3OC)n2n1
2 | CCOc1ccccc1CNS(=O)(=O)c1ccc2[nH]c(=O)ccc2c1
0 | CCc1c(-c2ccc(Cl)s2)nc2ccc(Br)cc2c1C(=O)O
0 | COc1ccc(-c2[nH]c3ccccc3c2SCCNC(=O)c2ccc(S(=O)(=O)N(C)C)cc2)cc1

More records follow:
SMILES	ROC1-CUL1 inh
COC(=O)c1ccc(Cn2c(=O)cc(C)c3c(C)nn(C)c32)cc1	-3
COc1ccc(S(=O)(=O)NCC(c2ccco2)N2CCOCC2)cc1C (configuration not stated)	-9
O=C(COc1ccccc1)NC1(C(=O)NC2CCCC2)CCCCC1	4
Cc1ccc(NC(=O)CN2C(=O)c3ccccc3Sc3ccc(C(=O)N4CCCC4)cc32)cc1	6
CCc1ccc(CNC(=O)c2ccc(NC(=O)N3CCSc4ncccc43)cc2)cc1	1
Cc1cc(C(=O)O)sc1Cl	-2
COc1ccc(CCNC(=O)c2ccc3c(c2)N(Cc2cc(C)ccc2C)C(=O)c2ccccc2S3=O)cc1OC (configuration not stated)	-1
COc1cc(Cl)c(NS(=O)(=O)c2ccc3[nH]c(=O)ccc3c2)c(OC)c1	-1
CCN1C(=O)N(CC)C2NC(=S)NNC21 (configuration not stated)	-7
Cc1ccc(N2CC(C(=O)Oc3ccc(Br)cc3)CC2=O)cc1 (configuration not stated)	-2
CCOC(=O)c1c(-c2ccc(C(C)(C)C)cc2)csc1NC(=O)c1csc2c1CCCC2	-7
O=C(NCCOc1ccccc1)c1coc(CN2CCN(c3ncccn3)CC2)n1	1
Cc1ccc2c(-c3cnc(N)c(N4CCC(C(O)C(C)C)CC4)n3)cccc2n1 (configuration not stated)	2
Cc1ccc(-c2nc3ccccn3c2Nc2ccc3c(c2)OCO3)o1	-1
Nc1nnc(SC2CCCC2)s1	-3
C=CCNC(=O)c1n[nH]c(=O)c2ccccc12	3
CCC1CN(C(=O)c2ccc(N(C)Cc3ccco3)nc2)CCN1C(C)C (configuration not stated)	2
Cc1ccc(S(=O)(=O)c2cn(Cc3cccc(C)c3)c3cc4c(cc3c2=O)OCO4)cc1	2
O=C(c1csc2ccccc12)N1CCCCCCC1	11
COc1ccccc1OCC(=O)Nc1ccc(S(=O)(=O)N2CCN(C)CC2)cc1	-8
CC#CCN1C(=O)NC(CCCc2ccccc2)(C2CCN(Cc3cccc(OC)c3)CC2)C1=O (configuration not stated)	3
CC(=O)c1cc(-c2ccc(F)cc2)n(CC(=O)NC(C)c2ccccc2)c1C (configuration not stated)	4
CCOC(=O)c1c(C)n(-c2ccc(OC)cc2)c2ccc(OC(=O)COc3ccccc3)cc12	0
Cc1nc(S(=O)(=O)N2CCN(c3cccc(Cl)c3)CC2)cn1C	-13
COCC(=O)NCc1ccc(C)cc1	7
Cc1ccc(S(=O)(=O)Nc2ccc(C(=O)Nc3ccncc3)cc2)cc1	6
CC(C)(C)OC(=O)N1CCC(c2c(C(=O)N3CCN(c4ncccn4)CC3)cnn2-c2ccc(F)cc2)CC1	4
CCOc1ccc(C(=O)N(Cc2cc(OC)c(OC)c(OC)c2)c2ccccn2)cc1	11
O=C(CSc1nnc(Cc2ccccc2)n1-c1cccc(Cl)c1)NNC(=O)c1ccccc1O	12
CC(NC(=O)Nc1nnc(CCc2ccccc2)s1)c1ccco1 (configuration not stated)	15
CSCCNC(=O)C1CC(Cc2cccc(Cl)c2)=NO1 (configuration not stated)	1
O=C(Nc1ccc2c(c1)OCCO2)C(Sc1ccccc1)c1ccccc1 (configuration not stated)	4
CN1CCc2nc3sc4c(c3c(-c3cccs3)c2C1)NC(=O)CC4=O	3
COc1ccc(CN(C)S(=O)(=O)c2nnc(NC(=O)C(C)C)s2)cc1OC	-6

Bioassay records from PubChem BioAssay.
